# Peg3 promoter: reduces Peg3 promoter-driven luciferase expression in HeLa. inhibition, % at 20 µM. actives 1.7% (n = 360,000). HeLa PEG-Prom luciferase reporter, luminescence, overnight;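 active = inhibition of at least 50% at 20 µM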
# KKLEB cytotox: CF airway cell cytotoxicity counter-screen. KKLEB CF airway cells viability, ATPlite luminescence, overnight; stronger effect = lower value; cells stimulated with P. aeruginosa culture filtrate. AID 602141. activity change (cytotoxicity), % at 5 µM. actives 0.36% (n = 360,000);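 active = corrected activity change at or below -50% at 5 µM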
# CF NFkB block: cystic fibrosis NF-kB activation inhibition; AID 588850; KKLEB NF-kB-GFP reporter, PAF-induced, GFP fluorescence overnight; actives 0.86% (n = 360,000); inhibition, % at 5 µM;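 active = at least 50% inhibition at 5 µM, scaled per plate between neutral and stimulator controls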;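 note: PAF is a Pseudomonas aeruginosa culture filtrate used as stimulus; plate controls were PAF-stimulated DMSO wells for no effect and unstimulated DMSO wells for full effect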
# C8 TRAIL sens: caspase-8 TRAIL sensitization; NB7+C8 cells + TRAIL, ATPlite viability luminescence; inhibition (viability loss, TRAIL sensitization), % at 10 µM; actives 1% (n = 360,000);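 active = compounds causing at least 50% loss of cell viability in the single-dose screen, relative to plate controls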
# TROY signal inh: TROY signaling inhibition | Q293 LMP1-TROYcd NF-kB luciferase reporter, 4 h | inhibition, % at 10 µM | actives 0.98% (n = 360,000);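 active = compounds whose plate-normalised and pattern-corrected inhibition of the luciferase reporter signal at the single screening dose is 50% or more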
# NR2E3 ag-1: agonists of human NR2E3 nuclear receptor; CHO-S Gal4-NCOR/VP16-NR2E3 two-hybrid, luciferase; AID 602229; inhibition of corepressor binding, % at 3.98 µM; actives 0.35% (n = 360,000);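 active = inhibition above the mean of all tested compounds plus 3 SD, cut at about 70% in these data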;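 note: 0% = DMSO with NR2E3 transfected cells and 100% = cells lacking NR2E3 construct; higher means lower luciferase signal from less NR2E3 corepressor binding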
# Target sequence (Q9Y5X4 whole entry, looked up, the tested form may be a part): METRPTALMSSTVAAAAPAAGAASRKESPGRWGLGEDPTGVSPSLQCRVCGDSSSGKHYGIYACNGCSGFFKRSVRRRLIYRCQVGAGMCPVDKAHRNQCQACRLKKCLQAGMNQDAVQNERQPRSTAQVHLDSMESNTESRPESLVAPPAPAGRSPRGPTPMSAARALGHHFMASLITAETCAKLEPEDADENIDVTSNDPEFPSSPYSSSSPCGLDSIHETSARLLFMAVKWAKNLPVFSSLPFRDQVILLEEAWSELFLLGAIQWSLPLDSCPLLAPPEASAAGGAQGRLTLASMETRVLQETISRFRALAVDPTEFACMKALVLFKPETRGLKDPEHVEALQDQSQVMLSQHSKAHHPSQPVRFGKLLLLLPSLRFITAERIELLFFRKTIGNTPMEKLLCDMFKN
# HIF-2a inh: HIF-2a inhibition; 786-0 RCC cells HIF-2a reporter, luciferase luminescence, overnight; inhibition, % at 18.8 µM; actives 0.72% (n = 360,000);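 active = inhibition of the luminescence signal of 40% or more relative to plate controls, in a single-dose primary screen at 18.75 µM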
# Shn3 inh set2: inhibitors of Schnurri-3 3'UTR reporter in osteoblasts; inhibition, % at 12.5 µM; Clone20 osteoblast Shn3 3'UTR firefly luciferase, 24 h; actives 0.52% (n = 360,000);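 active = mean inhibition of at least 75% with every replicate also reaching 75%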;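 note: 0% = median of neutral control wells and 100% = pilot-screen positive control compound; some compounds past the cut are filed as inactive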
# TWEAK-Fn14 inh: inhibitors of TWEAK-Fn14 interaction signaling | TWEAK-stimulated Fn14 reporter cells, luciferase luminescence, 8 h | inhibition, % at 10 µM | actives 2% (n = 360,000); in the data active = inhibition above about 50%
# TRPM1 prom inh: reduces MITF-dependent TRPM1 promoter luciferase signal | SK-MEL-5 TRPM1 promoter luciferase, 24 h | actives 0.83% (n = 330,000) | inhibition, % at 12.5 µM;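 active = mean inhibition across replicates of 60% or more, whatever share of single replicates reaches that level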; note: values of inactives mirror those of a sister screen read the other way
# NR2E3 ag-2: activates human photoreceptor nuclear receptor NR2E3 | actives 0.12% (n = 320,000) | GST-NR2E3/biotin-RetCOR TR-FRET, 1536-well | inhibition of corepressor binding, % at 4.78 µM | AID 2300 | Q9Y5X4;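 active = percent inhibition above the cutoff of mean plus 3 SD of all tested compounds, set per screening campaign, cut at about 20% in these data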;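 note: 0% = DMSO wells and 100% = biotin wells as full block of FRET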
#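 Format: 1536-well format; test system: GST-NR2E3 and biotin-RetCOR proteins; read-out basis: percent inhibition of TR-FRET ratio; timing: 5 h incubation at 4 °C; detection: time-resolved FRET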
# Numbers without * were called inactive; / = no result given.
item	structure	Peg3 promoter	KKLEB cytotox	CF NFkB block	C8 TRAIL sens	TROY signal inh	NR2E3 ag-1	HIF-2a inh	Shn3 inh set2	TWEAK-Fn14 inh	TRPM1 prom inh	NR2E3 ag-2
1	COc1ccc(C(=O)Nc2nncs2)cc1S(=O)(=O)N1CCOCC1	9	1	5	4	5	-21	19	8	-14	2	2
2	CN(C)c1cccc2c(S(=O)(=O)NCc3ccc(S(N)(=O)=O)cc3)cccc12	-11	22	-14	-5	-17	-2	9	13	-14	-4	-2
3	CCn1c(CNC(=O)c2ccccc2Br)nnc1SCC(=O)NC1=NCCS1	-5	4	6	-14	-14	3	10	2	-2	-4	6
4	CN(c1ccc(O)cc1)S(=O)(=O)c1ccc2ccccc2c1	-160	2	2	24	-15	-36	-181	-64	5	-35	-1
5	CCN(CC(=O)NC1CCS(=O)(=O)C1)S(=O)(=O)c1c(C)c(C)cc(C)c1C (stereo unspecified)	-2	-2	27	6	-10	3	4	4	3	4	0
6	Cc1cccc(-c2nc(CS(=O)CC(=O)NCc3cccs3)c(C)o2)c1 (stereo unspecified)	-2	-27	19	-8	-7	-4	-1	-13	12	/	-3
7	CC1=CC2=NC(=O)/C(=C\c3ccc(-c4cccc(Cl)c4)o3)C(=N)N2O1	57*	-10	4	-16	16	0	12	18	4	33	-11
8	COc1ccc2ccc(O)c(CN3CCN(S(=O)(=O)c4cc([N+](=O)[O-])ccc4C)CC3)c2c1	4	-8	26	-9	11	-12	10	12	3	3	0
9	COc1ccccc1C(=O)NC(=O)COC(=O)CNC(=O)c1ccc(Cl)cc1Cl	11	13	-10	14	-3	-4	9	3	-1	-1	-1
10	CCc1noc(C)c1C(=O)N1CCN(S(=O)(=O)c2cccc(C(F)(F)F)c2)CC1	15	7	-6	17	-4	-8	1	7	12	0	-2
11	COc1ccc(S(=O)(=O)N2CCC(C(=O)Nc3ccc4c(c3)OCCO4)CC2)cc1OC	1	-8	-18	-4	-14	16	24	-5	15	-1	-1
12	Cc1cc(N2CCN(c3nnnn3-c3ccccc3)CC2)n2ncnc2n1	5	-1	-8	-12	1	-19	4	10	12	1	0
13	O=C(COc1cccc(Cl)c1)Nc1cc(S(=O)(=O)N2CCOCC2)ccc1N1CCOCC1	7	-9	5	-23	-2	-18	28	/	-17	-6	1
14	CCOC(=O)CN(C(=O)Cn1nnc2ccccc21)C(C(=O)NCCOC)c1ccccc1C (stereo unspecified)	15	4	-1	-6	-1	-14	14	8	-6	11	0
15	COc1nnc(-c2ccc(N3CCOCC3)c(NC(=O)c3ccc(C)cc3)c2)c2ccccc12	11	-3	5	-1	-2	0	15	12	-1	3	-4
16	CCN(CC(=O)Nc1c(F)cccc1F)C(=O)C1CCN(S(=O)(=O)c2ccc(C)cc2C)CC1	13	-2	17	6	-17	11	12	-5	0	12	5
17	COc1cc2c(c3oc(-c4ccccc4)cc(=O)c13)C=CC(C)(C)O2	34	-3	10	3	19	45	8	83	64*	-6	-2
18	CCOC(=O)N1CCN(C(=O)c2cc3ccccc3o2)CC1	-3	26	-21	-3	13	0	-15	0	11	1	3
19	CCN(CC)S(=O)(=O)c1ccc(N2CCCC2)c(NC(=O)c2ccncc2)c1	-1	-1	0	7	26	-22	18	9	2	-12	1
20	CNC(=O)NNC(=O)c1csc(-c2ccc(C(F)(F)F)cc2Cl)n1	14	8	2	-9	-10	9	19	3	-4	-5	-1
21	COc1cccc(CC(=O)NNC(=O)c2c(-c3ccccc3)noc2C)c1	2	5	-12	9	-4	-1	1	-7	-3	/	-3
22	CC(OC(=O)/C(C#N)=C/c1ccc(N(C)C)cc1)C(=O)NCc1ccco1 (stereo unspecified)	-24	10	-20	10	-7	-11	-10	36	-2	1	5
23	O=C(Nc1ccccc1-c1ccccc1)C1CCCCC1	-2	0	-8	-8	7	-5	1	4	-9	6	-4
24	CC(C)Oc1ccc(C(=O)Nc2ccc(N(C)C)cc2)cc1	-208	16	-16	43	-21	-125	-125	-20	6	-22	-1
25	CC1(C(=O)NS(=O)(=O)Cc2ccccc2)CCN1C(=O)CCc1ccccc1 (stereo unspecified)	-4	9	6	-11	-7	12	0	-12	5	/	/
26	CCOC(=O)C1=C(COC(=O)CSc2ccc(C)cc2C)NC(=O)NC1C (stereo unspecified)	10	-6	0	-21	-17	-3	11	-13	-3	1	/
27	COC(=O)c1cc(S(=O)(=O)NCCc2ccc(Cl)cc2)c[nH]1	-330	-8	51*	7	12	-52	18	24	41	/	0
28	Cc1ccccc1OCC(=O)NCC(c1cccs1)N1CCOCC1 (stereo unspecified)	8	-3	-4	23	10	14	13	-11	2	10	1
29	O=C(Cc1ccc(S(=O)(=O)N2CCOCC2)s1)Nc1ccc(N2CCOCC2)cc1	-22	-1	-4	0	49	-25	-41	-6	10	-4	-1
30	CC(=O)c1ccc(-n2c(C)ccc2-c2ccccc2)cc1	-53	4	14	-18	37	-22	-130	-15	82*	-20	0
31	O=C(NCc1ccccn1)Nc1ccccc1Cl	-60	-6	31	1	-4	-22	-92	-54	-7	-14	2
32	CCC(=O)N1CCc2cc(S(=O)(=O)NC(Cc3ccccc3)C(=O)Nc3nccs3)ccc21 (stereo unspecified)	4	0	9	1	10	-9	12	0	-2	10	0
33	COC(=O)c1cc(S(=O)(=O)Nc2cccc(-c3cnco3)c2)oc1C	13	4	-14	-5	7	-3	14	14	0	12	-1
34	CN1CCN(C(=O)/C=C\C(=O)O)CC1	2	-2	4	-9	-6	-8	9	6	-6	-4	0
35	CCOC(=O)c1nn(-c2cccc(Cl)c2)c2nc(Nc3ccccc3)cc(=O)n12	4	9	-2	-9	4	-27	14	-25	10	10	5
36	CCOC(=O)N(C)c1c(CC)nc2c(OCC(=O)C(C)(C)C)cccn12	12	-3	12	-2	18	-6	1	-17	-7	/	/
37	C/C(=C\c1ccccc1)CN1CCC(C(=O)N2CCC(C)CC2)CC1	16	5	0	-14	-10	-4	3	2	2	5	0
38	CC[C@@]12C(=O)N(c3cccc(F)c3)C(=O)N1[C@H](c1ccc(OC)cc1)[C@@H]1C(=O)N(C(C)(C)C)C(=O)[C@@H]12	-2	5	-8	-12	-11	-3	-1	-2	7	1	4
39	COc1ccc(NC(=O)c2ccc3c(c2)n(C)c(=O)n3C)cc1	-30	-7	-18	3	-37	-8	-82	-8	0	11	3
40	COc1cccc(OC)c1C(=O)NC(=S)Nc1cc(-c2nc3ccccc3[nH]2)ccc1Cl	-4	-5	-16	38	-28	-5	-88	13	34	-7	-1
41	Cc1sc2ncnc(N3CCN(Cc4ccccc4)CC3)c2c1-c1ccc(F)cc1	39	-17	32	15	39	-16	19	-28	-28	1	0
42	Cc1c(NC(=O)C(=O)/C=C(\O)c2ccc(Cl)cc2)c(=O)n(-c2ccccc2)n1C	-2	9	-15	12	-9	3	9	-22	-4	9	1
43	CC(=O)Nc1ccc(CN(C)c2c(C)nc3ccc(C(=O)N4CCN(C(=O)c5ccco5)CC4)cn23)cc1	0	8	-19	-4	1	0	12	-9	1	/	/
44	O=C(Nc1cccc(S(=O)(=O)N2CCOCC2)c1)c1cn(-c2ccccc2)nc1-c1ccc(F)cc1	25	-4	-31	23	10	-11	16	-29	39	7	0
45	CCOC(=O)c1c(NC(=O)c2ccc(S(=O)(=O)N3CCOCC3)cc2)sc2c1CCN(C(C)C)C2	14	-16	-3	0	-25	-2	8	16	-20	-9	0
46	COc1ccc(NC(=O)CSc2nnnn2C2CCCC2)cc1	-11	1	14	-1	-14	4	-57	-15	-1	-6	1
47	Cn1c2ccccc2c2cc(/C=N/NC(=O)c3ccccc3F)ccc21	-75	15	-100	23	-76	-68	-80	-2	-32	-7	-7
48	COc1cc([N+](=O)[O-])ccc1Nc1nc(C)cc(C)n1	-8	-7	-5	16	12	-2	-7	8	-3	3	-1
49	O=C(NCCOc1ccccc1)C1CCC(=O)N(CCc2ccc(Cl)cc2)C1 (stereo unspecified)	-18	2	-8	2	-26	-47	-56	24	-6	-2	4
50	Cc1ccsc1C(=O)N(C)C1CCS(=O)(=O)C1 (stereo unspecified)	3	-2	16	-4	-6	7	10	9	3	8	-1
51	NC(=O)[C@@H]1CCCN1Cc1c(C(=O)N2CCc3ccccc3C2)nc2ccc(Cl)cn12	20	5	12	-13	9	11	11	-12	10	21	0
52	COc1cc(-c2cc(C(=O)OCC(=O)Nc3ccc4c(c3)OCO4)c3ccccc3n2)cc(OC)c1OC	6	6	0	-1	-5	-6	8	-15	1	-11	-1
53	Cc1sc2nc(CSCC(=O)NC(C)(C)C)[nH]c(=O)c2c1C	15	3	4	2	16	7	9	-5	-1	-17	4
54	COc1ccc(CC(N)c2csc(NC(=O)Nc3ccc(C(C)C)cc3)n2)cc1 (stereo unspecified)	100*	-10	20	92*	6	10	91*	97*	21	/	/
55	CCOC(=O)N1CCN(C(=O)C(=O)NNC(=O)COc2ccc(Cl)cc2)CC1	6	-5	14	-7	-18	-32	16	-4	-6	7	1
56	Cc1ccc2c(=O)cc(C(=O)NC3CCS(=O)(=O)C3)oc2c1 (stereo unspecified)	-5	-4	6	3	-1	-11	9	-13	-5	3	2
57	Cc1cc(C)n(-c2ccc(NC(=O)C3CCCCN3C(=O)c3cc(C)oc3C)cc2)n1 (stereo unspecified)	6	4	-5	-8	6	-21	-2	-9	-2	9	-2
58	CNCC(O)CN(c1ccccc1)c1ccccc1 (stereo unspecified)	-9	-4	-12	-4	20	-38	-13	8	7	10	-2
59	CCC(=O)Nc1ccc2nc(SCC(=O)N3CCOCC3)sc2c1	-22	1	15	-3	-1	6	-27	8	6	2	1
60	CC1C(=O)N(Cc2cn(CC3CCCCC3)nn2)CCS(=O)(=O)N1Cc1ccc(-c2ccccc2)cc1 (stereo unspecified)	28	5	17	18	24	-26	-13	20	22	/	/
61	Cc1sc2c(c1C)c(=O)n(-c1ccccc1)c1nncn21	13	8	-22	14	-2	-2	4	-10	-14	6	2
62	CCCCNC(=O)CSc1nc2ccccc2c(=O)n1CC1COc2ccccc2O1 (stereo unspecified)	27	-4	-14	-13	-5	6	19	8	-10	2	-1

# One compound at a time, as listed above. Values in the order: Peg3 promoter | KKLEB cytotox | CF NFkB block | C8 TRAIL sens | TROY signal inh | NR2E3 ag-1 | HIF-2a inh | Shn3 inh set2 | TWEAK-Fn14 inh | TRPM1 prom inh | NR2E3 ag-2
# CCOC(=O)c1c(NC(=O)c2ccc(S(=O)(=O)N3CCOCC3)cc2)sc2c1CCN(C(C)C)C2 is entered as 14 | -16 | -3 | 0 | -25 | -2 | 8 | 16 | -20 | -9 | 0
# NC(=O)[C@@H]1CCCN1Cc1c(C(=O)N2CCc3ccccc3C2)nc2ccc(Cl)cn12 is entered as 20 | 5 | 12 | -13 | 9 | 11 | 11 | -12 | 10 | 21 | 0
# COc1ccc(CC(N)c2csc(NC(=O)Nc3ccc(C(C)C)cc3)n2)cc1 (stereo unspecified) is entered as 100* | -10 | 20 | 92* | 6 | 10 | 91* | 97* | 21 | / | /

# Bioassay records as filed in PubChem.

# These rows are one share of the data; rates above refer to the full screens.
